MBD2 DNA inh – MBD2-methylated oligo binding inhibition. 370,000 compounds, 0.31% hits. inhibition, % at 4.4 µM. Q9UBB5. TR-FRET, MBD2 binding to methylated oligonucleotide; in the data active = inhibition above about 13%
HTRA1 inh – HTRA1 (human) protease inhibition; recombinant HTRA1, FP-rhodamine activity-based probe, fluorescence polarization; inhibition, % at 5.96 µM; 340,000 compounds, 0.5% hits; in the data active = inhibition above about 36%;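 also: 0% = enzyme with DMSO and 100% = wells lacking enzyme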
NR1D1 modulator – modulates human Rev-erb alpha binding to DNA; P20393; Rev-erbα–FITC-DNA binding, fluorescence polarization, 90 min; activity, % at 10 µM; 370,000 compounds, 0.79% hits; AID 1259318;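 active = activity above about 14%, limit read from the data; passing the limit was not always enough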;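 also: 0% = DMSO wells with 35 nM protein and 100% = DMSO wells with 750 nM protein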
mABHD4 FP – inhibitors of mouse ABHD4. inhibition, % at 8.92 µM. 370,000 compounds, 0.54% hits. Q8VD66. AID 720543. purified mABHD4, FP-Rh probe fluorescence polarization;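 active = inhibition exceeding the mean over every tested compound plus 3 SD, cut at about 30% in these data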;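 also: 0% = plate median of compound wells and 100% = S159A mutant with DMSO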
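Doses – 8.92 µM, single dose · Material – wild-type mouse ABHD4 protein · Replication – single well per compound (singlicate) · Measure – percent inhibition of probe binding, normalized to plate controls · Schedule – 45 min compound pre-incubation plus 60 min probe step, 25 °C · Detection – fluorescence polarization with parallel and perpendicular emission, 525/598 nm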
TCR-CD3 inh – human TCR-CD3 binding inhibition; TAMRA-labeled TCR probe fluorescence, biochemical; inhibition, % at 9.4 µM; 360,000 compounds, 0.37% hits; AID 651800; in the data active = inhibition above about 19%;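 also: recombinant mutant TCR 2C K166C tagged with TAMRA read by polarization; 0% = receptor in buffer alone and 100% = receptor with positive control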
LEDGF integ inh – blocks HIV-1 LEDGF/p75-dependent DNA integration; TR-FRET IN-LEDGF/p75 DNA integration, Eu/Cy5; inhibition, % at 3.7 µM; 370,000 compounds, 0.64% hits; AID 743269;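 active = inhibition above the screen-wide mean plus 3 SD, cut at about 13% in these data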;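 also: signal is the Cy5 over europium emission ratio at 671 and 618 nm; 0% = plate median of compound wells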
UHRF1 binding – blocks human UHRF1 binding to methylated DNA. UHRF1 binding to methylated oligo, TR-FRET. 370,000 compounds, 0.75% hits. inhibition, % at 4.4 µM; in the data active = inhibition above about 21%;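 also: UHRF1 SRA domain binding a hemimethylated CpG hairpin DNA probe; 0% = median of test compound wells and 100% = reference inhibitor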
Target sequence (Q96T88 whole entry, looked up, the tested form may be a part): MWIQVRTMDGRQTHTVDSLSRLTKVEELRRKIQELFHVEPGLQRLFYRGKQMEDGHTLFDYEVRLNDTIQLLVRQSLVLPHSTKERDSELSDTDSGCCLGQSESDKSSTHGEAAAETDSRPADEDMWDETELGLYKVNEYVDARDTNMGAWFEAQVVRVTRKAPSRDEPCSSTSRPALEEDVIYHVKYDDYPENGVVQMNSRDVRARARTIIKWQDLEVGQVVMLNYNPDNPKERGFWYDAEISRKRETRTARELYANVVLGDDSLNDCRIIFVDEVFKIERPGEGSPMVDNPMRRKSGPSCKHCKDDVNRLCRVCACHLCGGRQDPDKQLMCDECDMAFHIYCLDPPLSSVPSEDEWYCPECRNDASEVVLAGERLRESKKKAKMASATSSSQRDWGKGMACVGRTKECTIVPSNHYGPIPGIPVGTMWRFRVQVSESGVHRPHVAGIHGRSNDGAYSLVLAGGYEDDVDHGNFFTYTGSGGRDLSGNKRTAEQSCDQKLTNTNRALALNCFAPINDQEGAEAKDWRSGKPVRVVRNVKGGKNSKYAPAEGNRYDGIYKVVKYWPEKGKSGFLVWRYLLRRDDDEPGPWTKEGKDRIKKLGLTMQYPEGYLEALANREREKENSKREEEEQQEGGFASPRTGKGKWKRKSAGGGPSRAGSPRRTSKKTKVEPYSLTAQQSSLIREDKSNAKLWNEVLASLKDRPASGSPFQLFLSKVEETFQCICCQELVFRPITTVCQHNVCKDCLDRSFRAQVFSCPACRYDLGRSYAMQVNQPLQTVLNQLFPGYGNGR
rCAG RNA binder – r(CAG) repeat RNA binding. TO-PRO-1 dye displacement fluorescence. inhibition, % at 3 µM. 370,000 compounds, 1.3% hits. AID 651821;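 active = inhibition above the plate cutoff, the mean of all test compounds on that plate plus 3 SD, cut at about 35% in these data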;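 also: 0% = DMSO alone and 100% = 100 µM mitoxantrone as full dye displacement; higher means more dye released from RNA so lower well fluorescence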
PRMT1 FP inh – inhibitors of human PRMT1; Q99873; recombinant PRMT1, activity-based probe fluorescence polarization; inhibition, % at 2.79 µM; 370,000 compounds, 1.3% hits; AID 652257;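 active = inhibition above about 21% made by adding two undisclosed values, limit read from the data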
PG9 Ab binder – PG9 antibody binding by small molecule; inhibition, % at 6.7 µM; 360,000 compounds, 0.43% hits; TR-FRET gp120-PG9 antibody binding; in the data active = inhibition above about 8.5%
* = called active by the depositor; . = no result given. Only part of the results is shown (hit frequency here may not be typical).

SMILES	MBD2 DNA inh	HTRA1 inh	NR1D1 modulator	mABHD4 FP	TCR-CD3 inh	LEDGF integ inh	UHRF1 binding	rCAG RNA binder	PRMT1 FP inh	PG9 Ab binder
COc1ccc(NC(=O)CCCCCN2C(=O)c3cccc([N+](=O)[O-])c3C2=O)c(OC)c1	-4	3	1	3	-6	2	-1	-1	-1	0.1
COc1ccc(CNC(=O)C2CC(C)=C(C)CC2C(=O)O)cc1OC (stereo not given)	0	12	7	0	7	-1	0	0	-4	-1.8
O=C(CCn1cnc2ccccc2c1=O)Nc1nc2c(s1)CCCC2	-1	-3	-6	-7	-2	1	4	-2	0	0.4
CCN(CCC#N)c1ccc(/C=N/Nc2nc(C)cc(=O)[nH]2)c(C)c1	-1	5	2	10	-1	0	-2	2	-1	-16
COc1ccc(OC)c(NC(=O)Nc2nnc([C@H]3C[C@H](O)[C@@H](CO)O3)s2)c1	-5	.	-8	7	-2	-1	0	1	3	0.0
CN(C)c1ccc(CNc2ccccn2)cc1	0	0	-3	-1	-2	-2	0	-2	0	-3.9
CN(C[C@H](Cc1ccccc1)N(C[C@H](c1ccccc1)N(CCc1ccccc1)N=O)N=O)N=O	-5	-18	0	-1	1	-1	-4	2	3	-0.9
CC(=O)N1c2ccccc2N(Cc2ccc(C)cc2C)C(=O)C1(C)C	-1	-6	7	-4	-3	0	3	-1	3	-1.8
COc1ccc(C(=O)Nc2cnccn2)cc1[N+](=O)[O-]	3	1	2	-1	0	-3	0	-1	1	-0.5
COc1ccc(S(=O)(=O)N2CCOCC2)cc1C(=O)NCc1ccccc1CN1CCCC1	-4	2	2	8	-4	0	-2	5	-1	-1.7
C/C(=N\NC(=O)CCCC(=O)O)c1c(-c2ccccc2)c2cc(Cl)ccc2[nH]c1=O	4	2	6	-6	7	0	-4	3	-1	2.3
CC(C)CCNC(=O)c1ccc(NC(=O)C2=CSCCO2)cc1	-3	-2	2	1	3	1	-1	-3	-3	-1.9
O=C(COC(=O)c1cc(S(=O)(=O)N2CCOCC2)ccc1Cl)c1ccc[nH]1	2	9	1	-3	0	3	-2	5	-3	0.9
CCN(CC)CCN(C)Cc1ccc(Br)cc1	2	-1	3	11	2	2	-2	-1	-2	-0.3
O=C1CC(c2ccco2)Cc2nc(Nc3nc(-c4ccccc4)c4ccccc4n3)ncc21 (stereo not given)	1	-42	-6	-8	-3	-1	-2	10	-3	-3.5
Cc1ccc(C2SCC(C(=O)O)N2C(=O)c2ccc(F)cc2)cc1 (stereo not given)	-2	2	2	3	6	-4	0	3	-2	-0.1
C(=NOCCc1ccccc1)c1ccccn1	12	2	0	-2	3	-1	2	1	1	1.0
CCN(C)C1CN(Cc2cn(Cc3cccc(C(F)(F)F)c3)nn2)S(=O)(=O)C1 (stereo not given)	6	.	1	7	-8	-6	7	0	5	-3.2
O=C(c1ccc(Br)cc1)N1CCCc2ccccc21	2	-1	-3	0	-2	6	1	-3	-1	-0.9
COC(=O)c1ccc(CSc2nnc(NC(=O)C3CCCO3)s2)cc1 (stereo not given)	-1	-6	1	-12	2	-1	0	2	-3	-0.3
O=C1C(=O)N(CCO)C(c2ccc(Br)cc2)/C1=C(\O)c1ccccc1 (stereo not given)	0	2	-6	-1	-6	9	-2	5	-2	-0.9
O=C(OCCC1Oc2cccnc2NC1=O)c1ccc(Cl)cc1 (stereo not given)	0	-2	-7	0	0	6	-2	-2	-1	1.2
CCN(CC(=O)Nc1ccc2c(c1)OCO2)S(=O)(=O)c1ccccc1	2	1	1	3	-8	0	1	-1	4	-1.3
O=C(COC(=O)/C=C/c1cccs1)Nc1ccc(Cl)cc1F	1	-3	-4	-1	-4	-5	2	0	0	1.0
CCOC(=O)c1ccc(NC(=O)Cn2nnc(-c3ccccc3F)n2)cc1	5	-15	-1	-26	3	3	1	7	1	4.0
COCCn1nnnc1C(C(C)C)N1CCN(C(=O)c2ccco2)CC1 (stereo not given)	-2	1	0	8	6	0	1	-4	4	-1.7
O=C(Nc1nnc(-c2ccc3c(c2)OCCO3)o1)c1ccc(Cc2ccccc2)cc1	5	1	31*	-2	4	0	1	7	-2	2.1
CCN=C(Nc1ccc(Cl)cc1)c1cccnc1	-2	2	1	-1	-4	-1	-4	-1	-1	-1.4
Cc1c(-c2ccccc2)c(-c2ccc(OCCN(C)C)cc2)n2ccccc12	4	8	-4	-5	-4	-2	-1	6	4	1.2
CCN1CCN(c2ccc(S(=O)(=O)N3CCCCC3)cc2NC(=O)Cc2ccc(OC)cc2)CC1	2	-1	3	3	2	1	3	-5	-3	-0.1
O=C(CCCN1C(=O)S/C(=C\C=C\c2ccccc2)C1=O)Nc1ccc(O)cc1	-1	-11	4	-2	0	-4	1	9	4	-2.5
N/C(COc1ncn(-c2ccccc2)n1)=N\S(=O)(=O)c1ccc(Cl)cc1Cl	3	3	-5	1	-3	-2	-1	-3	2	0.7
CCN(CC(=O)NCc1cccs1)C(=O)c1cccc(S(=O)(=O)N(C)C)c1	0	3	2	-2	4	2	-1	1	0	0.5
Cc1ccc(S(=O)(=O)N2CCC(C(=O)NNC(=O)c3ccccc3O)CC2)cc1	-3	20	-4	6	52*	-6	-2	10	0	-0.7
COCCNC(=O)C(=O)N/N=C(\C)CC(=O)Nc1ccc(Cl)cc1Cl	-3	5	4	4	1	-3	-2	4	2	-3.4
CCOc1ccc(-c2ccc3nnc(SCC(=O)NCC4CCCO4)n3n2)cc1 (stereo not given)	-1	8	-5	2	0	0	0	-1	-2	-1.0
CCn1c(SC)nc2c(c1=O)SC(C)C2 (stereo not given)	1	2	-3	-6	2	-1	0	-5	0	-2.3
Cn1c(=O)c(C#N)c(-c2ccc(F)cc2)c2cc(C(=O)c3cc(Cl)cc(Cl)c3O)cnc21	-2	-11	-4	-24	0	2	-3	75*	0	0.7
Cc1cccc(NC(=O)N(Cc2cc3cc(C)ccc3[nH]c2=O)CC2COCCO2)c1 (stereo not given)	-1	-40	-4	-3	6	0	0	-2	4	0.6
CCN(CC)S(=O)(=O)c1ccc(N2CCCC2)c(NC(=O)c2ccncc2)c1	3	1	-1	3	2	4	-1	8	0	-1.8
O=C(c1cccc(S(=O)(=O)N2CCCCC2)c1)N1CCc2ccccc21	1	-2	8	-5	9	1	0	-2	-3	-3.1
CC(C)OCCCNC(=O)C1CC(=O)N(CCc2ccc(F)cc2)C1 (stereo not given)	-2	5	-2	-2	2	1	0	2	3	-0.4
O=C(CCCn1cnc([N+](=O)[O-])n1)Nc1cccc2ccccc12	-3	2	5	3	4	0	-5	3	-5	0.8
Cc1ccc(-c2nc(Nc3cccc(C)c3)sc2CC(=O)O)cc1	2	-25	3	-8	-13	2	-1	14	-2	-1.7
COc1cc(C=O)cc(Cl)c1OC(=O)N1CCOCC1	-3	19	-3	-2	4	0	-2	-3	1	1.5
COc1ccc(NC(=O)c2ccc3c(c2)S(=O)(=O)N=C2CCCCCN23)cc1S(N)(=O)=O	-4	-1	-2	5	-8	-2	-2	10	2	2.6
CN1CCN(C2=Cc3ccccc3Sc3cc(F)ccc32)CC1	2	2	-2	6	2	1	0	-4	2	0.3
CCOC(=O)C1CCCN(C(=O)COc2ccccc2O)C1 (stereo not given)	-1	6	1	-1	0	-1	-1	-3	-3	0.9
CN1CCN(C(=O)/C=C\C(=O)O)CC1	3	-9	0	18	-1	1	-1	-3	-2	-1.2
O=C(c1ccc2ccccc2c1)C1CCCN(C(=O)CCn2cnnn2)C1 (stereo not given)	2	-8	1	-1	-3	4	-1	0	-5	0.2
Nc1nc(Cl)cc(NCCc2ccc(O)cc2)n1	1	4	0	-2	5	1	1	0	-1	-2.8
CSc1ccccc1OCc1cc(C(=O)N(C)CCn2nc(C)cc2C)no1	-1	-6	2	-2	9	-4	-3	-1	3	-2.5
Cc1ccc(S(=O)(=O)N2C[C@H]3C(=O)C[C@@H](c4ccc(Cl)cc4)N(S(=O)(=O)c4ccccc4C)[C@H]3C[C@H]2c2ccccc2)cc1	-1	-30	3	-13	0	-4	-2	18	-3	-1.2
CCn1c(CNc2ccc(F)cc2)nnc1SCC#N	1	0	-3	-2	0	0	-1	2	1	-1.6
CCOc1ccc(S(=O)(=O)NNC(=S)Nc2ccc(Br)cc2)cc1	-1	4	-3	-1	-1	0	-2	6	2	-2.4
O=C(CCc1ccccc1)Nc1ccc(NC(=O)C2CC2)nc1	-2	1	2	-3	-6	1	4	-4	2	2.0
Cc1ccc(Cn2c(=O)oc3ccccc32)cc1	6	-2	2	-1	-6	-3	1	-5	-2	1.3
Cc1ccccc1CS(=O)(=O)Cc1ccc(C(=O)NC2CCCC2)o1	-3	0	-6	1	8	-1	0	0	1	-1.6
O=[N+]([O-])c1cc(C(F)(F)F)cc([N+](=O)[O-])c1NN=C1CCCCC1	-8	42*	2	37*	10	2	-5	19	18	-1.2
CCOC(=O)c1c(C)sc2c1N(C(=O)CN(CC)CC)c1cc(Cl)ccc1S2	-3	-4	2	1	3	0	-4	-12	1	-3.5
Next section
SMILES	MBD2 DNA inh	HTRA1 inh	NR1D1 modulator	mABHD4 FP	TCR-CD3 inh	LEDGF integ inh	UHRF1 binding	rCAG RNA binder	PRMT1 FP inh	PG9 Ab binder
CCC(C)NC(=O)c1c(-c2cc(Cl)c(OC)c(Cl)c2)noc1C (stereo not given)	0	-2	5	3	3	2	-2	0	-3	-1.1
CCCS(=O)(=O)N1CCCC(C(=O)NCCc2ccccc2)C1 (stereo not given)	-5	1	-3	-2	-9	4	4	-5	4	0.7
O=C(NNC(=O)c1ccc2ccccc2c1)Nc1ccc(F)cc1	2	1	3	-5	0	-3	3	0	4	-2.3
CC[C@]12c3[nH]c4cc(-c5ccco5)ccc4c3CCN1C(=O)[C@@H](CC(=O)NCCCn1ccnc1)C[C@@H]2C(=O)N1CCN(C(=O)c2ccco2)CC1	4	9	2	-1	5	1	-3	5	-2	0.7
O=C(/C=C/c1c[nH]c2ccccc12)c1ccccc1	-1	-15	-4	-13	-4	0	-6	10	4	-1.3
CCCCN(C)Cc1cc(=O)oc2ccc3ccccc3c12	1	-15	-2	-3	-1	0	-1	-1	-1	-1.2
Cc1ccccc1NC(=O)c1cnn(-c2ccccc2)c1NC(=O)c1ccco1	-4	9	0	0	3	1	1	7	-1	-0.2
O=C(c1ccc2c(=O)n3c(nc2c1)CCCCC3)N1CCN(c2ccc(F)cc2)CC1	-1	-3	2	4	2	4	-2	-5	-6	0.1
CC(=O)Nc1sc2c(c1-c1cc3ccccc3o1)CCNC2	-1	.	1	3	.	0	-16	.	2	.
O=C(NN=C1C2CC3CC1CC(Cl)(C3)C2)c1cccs1	-7	0	1	1	1	-2	-4	3	-5	1.5

Complete entries, quoted from the list. Order of screens: MBD2 DNA inh | HTRA1 inh | NR1D1 modulator | mABHD4 FP | TCR-CD3 inh | LEDGF integ inh | UHRF1 binding | rCAG RNA binder | PRMT1 FP inh | PG9 Ab binder
Cc1ccccc1NC(=O)c1cnn(-c2ccccc2)c1NC(=O)c1ccco1 in the list: -4 | 9 | 0 | 0 | 3 | 1 | 1 | 7 | -1 | -0.2
O=C(c1ccc2c(=O)n3c(nc2c1)CCCCC3)N1CCN(c2ccc(F)cc2)CC1 in the list: -1 | -3 | 2 | 4 | 2 | 4 | -2 | -5 | -6 | 0.1
CCC(C)NC(=O)c1c(-c2cc(Cl)c(OC)c(Cl)c2)noc1C (stereo not given) in the list: 0 | -2 | 5 | 3 | 3 | 2 | -2 | 0 | -3 | -1.1
O=C(NN=C1C2CC3CC1CC(Cl)(C3)C2)c1cccs1 in the list: -7 | 0 | 1 | 1 | 1 | -2 | -4 | 3 | -5 | 1.5
